PI4K2A inh = qHTS for small molecular inhibitors of PI4K2A | purified PI4K2A, ADP-Glo luminescence, 1 h; active compounds read low | 420,000 tested, 0.13% active | activity change, negative = inhibition, % at 76.9 µM | AID 1346378, 2018 | Phosphatidylinositol 4-kinase type 2-alpha (Homo sapiens), Q9BTU6; in the data active = activity change below about -50%; inconclusive = mostly about -30% to -49%;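 note: -100% = wells without enzyme as full effect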
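PI4K2A activity was measured by ADP-Glo luminescence: enzyme (4 ug/mL stock) and phosphatidylinositol (1.2 mM stock) in Tris pH 7.5/MgCl2/EGTA/Triton X-100 buffer were reacted with ATP (300 microM stock) for one hour at ambient temperature.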
Tb PGK inh = qHTS Assay to Find Inhibitors of Phosphoglycerate Kinase; 380,000 tested, 0.043% active; Phosphoglycerate kinase, glycosomal (Trypanosoma brucei brucei), P07378; PGK/GAPDH coupled, Kinase-Glo luminescence, 60 min; Potency, µM (highest dose often 57.5 µM), inactives show at the top dose activity change, negative = inhibition, most hits filed as inhibitors; AID 602233, 2012; note: potency is the fitted concentration of half-maximal effect; % is set by controls: 0 for no effect and ±100 for the full control effect; nearly all actives have a fitted effect of over 60% in size
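Luminescent ATP detection (Kinase-Glo Plus) follows a 60-minute room-temperature incubation, with wells lacking PGK as controls. Buffer: 100 mM TEA (pH 7.6), 5 mM MgCl2, 0.01% Tween-20. Coupling enzyme GAPDH (100 nM final) supplies unstable 1,3-BPG in-well.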
GLS inh = qHTS for Inhibitors of Glutaminase (GLS); Glutaminase kidney isoform, mitochondrial (Homo sapiens), O94925; GLS enzymatic activity, qHTS titration; Potency, µM (doses to about 45.5 µM), without a hit: top-dose activity change, negative = inhibition, most hits filed as inhibitors; 410,000 tested, 0.21% active; note: potency is the fitted concentration of half-maximal effect; % is set by controls: 0 for no effect and ±100 for the full control effect
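hKGA in 45 mM KH2PO4 pH 8.2, 0.02% Tween-20 with pin-transferred compounds; 1 mM L-glutamine (stock) plus glutamate oxidase/HRP/Amplex Red coupling added. Fluorescence read initially and after 30 min at RT.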
G9a block = qHTS Assay for Inhibitors of Histone Lysine Methyltransferase G9a | Histone-lysine N-methyltransferase EHMT2 (Homo sapiens), Q96KQ7 | G9a H3K9 monomethylation, AlphaScreen, 2 h | Potency, µM (doses to about 102 µM), inactives show top-dose activity, negative = inhibition, actives largely listed as inhibitors | 350,000 tested, 8.8% active; note: potency is the fitted concentration of half-maximal effect; % is set by controls: 0 for no effect and ±100 for the full control effect; nearly all actives have a fitted effect of over 75% in size
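Methyltransferase reactions run at room temperature for 2 h (20 nM enzyme, 500 nM biotin-H3K9 peptide, 20 uM SAM) after a 15 min compound preincubation; product detected by AlphaScreen beads and anti-H3K9me1 antibody.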
Pol eta inh = qHTS for Inhibitors of Polymerase Eta. 390,000 tested, 1.2% active. DNA polymerase eta (Homo sapiens), Q9Y253. recombinant Pol eta, fluorescent DNA replication assay. AID 588591, 2011. Potency, µM (series often up to 114 µM), without a hit: at the top dose activity change, negative = inhibition, usual class: inhibitors; note: potency is the fitted concentration of half-maximal effect; % is set by controls: 0 for no effect and ±100 for the full control effect
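Fluorescent replication assay: 50 nM final substrate added after a 15 min room-temperature compound preincubation with 10 nM enzyme. Signal taken at 0 min and again at 10 min.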
HP1b chromo inh = HTS for Inhibitors of HP1-beta Chromodomain Interactions with Methylated Histone Tails; AlphaScreen HP1-beta / biotin-H3K9me3 peptide binding; Chromobox protein homolog 1 (Homo sapiens), P83916; 390,000 tested, 0.56% active; AID 540317, 2011; Potency, µM (doses to about 114 µM), for the others: at the highest dose activity change, negative = inhibition, actives largely listed as inhibitors; note: potency is the fitted concentration of half-maximal effect; nearly all actives have a fitted effect of over 70% in size; inactives centre near 23
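HP1-beta protein (50 nM final) preincubated 30 min at room temperature with biotinylated H3(1-18)K9me3 peptide (50 nM) in PBS pH 7.4, 0.01% Tween-20, then compound added for 30 min. AlphaScreen streptavidin donor/nickel chelate acceptor beads (10 ug/mL final), 30 min dark, luminescence read.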
JMJD2A Tudor = qHTS Assay for Inhibitors of JMJD2A-Tudor Domain. Lysine-specific demethylase 4A (Homo sapiens), O75164. AlphaScreen JMJD2A-Tudor / H3K4me3 peptide binding. Potency, µM (series often up to 114 µM), inactives show at the top dose activity change, negative = inhibition, hits mostly inhibitors. 390,000 tested, 4.4% active. AID 504339, 2011; note: potency is the fitted concentration of half-maximal effect; % is set by controls: 0 for no effect and ±100 for the full control effect; nearly all actives have a fitted effect of over 50% in size
Target sequence (O75164 whole entry, looked up, the tested form may be a part): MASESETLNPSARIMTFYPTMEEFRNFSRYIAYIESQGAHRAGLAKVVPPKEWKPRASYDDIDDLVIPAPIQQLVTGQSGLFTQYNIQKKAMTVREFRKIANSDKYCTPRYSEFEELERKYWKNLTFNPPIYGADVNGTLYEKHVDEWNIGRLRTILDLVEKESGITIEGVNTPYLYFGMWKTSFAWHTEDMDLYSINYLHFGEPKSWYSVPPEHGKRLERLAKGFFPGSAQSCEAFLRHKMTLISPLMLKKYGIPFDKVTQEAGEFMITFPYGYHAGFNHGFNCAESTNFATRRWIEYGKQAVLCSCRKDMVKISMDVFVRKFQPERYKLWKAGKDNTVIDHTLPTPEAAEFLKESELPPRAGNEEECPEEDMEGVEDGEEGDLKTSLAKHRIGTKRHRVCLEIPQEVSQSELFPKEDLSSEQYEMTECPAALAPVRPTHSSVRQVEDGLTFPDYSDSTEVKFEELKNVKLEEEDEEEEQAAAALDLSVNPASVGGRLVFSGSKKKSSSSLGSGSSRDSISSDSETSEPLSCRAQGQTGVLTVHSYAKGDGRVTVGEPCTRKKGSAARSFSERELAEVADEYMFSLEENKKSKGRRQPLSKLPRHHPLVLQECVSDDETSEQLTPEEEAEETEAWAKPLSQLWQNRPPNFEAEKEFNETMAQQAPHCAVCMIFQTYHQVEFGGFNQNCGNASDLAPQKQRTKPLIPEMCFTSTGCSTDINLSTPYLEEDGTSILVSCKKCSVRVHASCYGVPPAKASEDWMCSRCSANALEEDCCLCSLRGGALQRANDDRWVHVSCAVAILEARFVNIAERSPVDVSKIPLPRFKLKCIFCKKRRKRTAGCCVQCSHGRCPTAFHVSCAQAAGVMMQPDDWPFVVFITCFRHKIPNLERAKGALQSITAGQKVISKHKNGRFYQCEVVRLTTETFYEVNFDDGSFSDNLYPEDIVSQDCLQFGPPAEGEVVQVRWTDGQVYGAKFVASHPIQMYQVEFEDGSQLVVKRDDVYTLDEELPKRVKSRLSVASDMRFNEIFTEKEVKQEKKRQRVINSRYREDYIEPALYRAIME
BAZ2B block = qHTS Assay for Inhibitors of BAZ2B; Potency, µM (highest dose often 114 µM), for inactives: at the highest dose activity change, negative = inhibition, actives largely listed as inhibitors; 360,000 tested, 4.4% active; AID 504333, 2011; AlphaScreen BAZ2B-H3K14Ac peptide displacement; Bromodomain adjacent to zinc finger domain protein 2B (Homo sapiens), Q9UIF8; note: potency is the fitted concentration of half-maximal effect; % is set by controls: 0 for no effect and ±100 for the full control effect; nearly all actives have a fitted effect of over 60% in size
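BAZ2B (50 nM) with biotin-H3(5-23)K14Ac peptide (50 nM) in PBS pH 7.4, 0.01% Tween-20, preformed 30 min, then compound 30 min at room temperature; top concentration 110uM. AlphaScreen streptavidin donor/nickel chelate acceptor beads (10 ug/mL final), 20 min dark, signal read.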
Pin1 inhibitor = qHTS Assay to Find Inhibitors of Pin1; Pin1 FP peptide displacement, HiFluor488, 10 min; Potency, µM (highest dose often 115 µM), inactives show top-dose activity, negative = inhibition, most hits filed as inhibitors; 390,000 tested, 0.009% active; active = well fitted inhibition curve with a large enough effect in the polarisation, with a control signal flat, not every such curve was filed as active; inconclusive = small, poorly fitted or top-dose-only effect, or effect the other way, or a change in a side signal; inactive = no such curve, though single readings can be large or run the other way; the % refers to the polarisation; note: potency is the fitted concentration of half-maximal effect; % is set by controls: 0 for no effect and ±100 for the full control effect
* hit, by the source's call; i = inactive; ? = inconclusive; . = not tested or not shown; & = joins results of further samples; ! = not active in a repeat; [ ] = remark or other dose. Unless noted, calls come from the whole dose curve; as a rule, active = well fitted curve in the direction sought with a large enough effect; inconclusive = small, poorly fitted or top-dose-only effect, or another doubt; inactive = no such curve, though single readings can be large; an effect the other way counts as inactive or inconclusive. Some of the compounds tested; rates above refer to the full screens.

smiles | Pol eta inh | G9a block | Pin1 inhibitor | Tb PGK inh | BAZ2B block | HP1b chromo inh | JMJD2A Tudor | GLS inh | PI4K2A inh
COC(=O)C1=CO[C@H](C)[C@H]2CN3CC[C@@]4(C(=O)Nc5ccccc54)[C@@H]3C[C@H]12 | -11% | . | -4% | i | . | 18% | -18% | 8% | 1
C=C(CO)CC1CC(O)[C@]2(C)OC3CC4OC5C[C@]6(C)O[C@]7(C)CCC8OC9C[C@]%10(C)OC%11C(C)=CC(=O)OC%11CC%10OC9C[C@@H](C)C8OC7CC6O[C@]5(C)C/C=C\C4OC3CC2O1 (stereo partly drawn) | -25% | ? | 0% | -1% | -8% | 55%[activator] | -10% | -7% | 3
Cc1cccc(CCNCc2cc3cccc(C)c3[nH]c2=O)c1 | -14% | 19% | 0% | i | -29% | 27% | -15% | -1% | -1
CC12CCC3C(CCC4C/C(=N/O)CCC43C)C1CCC2O (stereo not drawn) | -15% | 24%[59 µM] | -1% | i | 21% | 21% | 0% | 9% | -4
CCOC(=O)C1=C(N)OC2=C(C(=O)CCC2)C12C(=O)N1c3c(ccc(C)c32)C(C)=CC1(C)C (stereo not drawn) | -16% | 7%[59 µM] | 0% | 2% | -3% | 23% | -15% | 7% | -4
CN(C)c1ccc(P(=S)(N(C)C)N(C)C)cc1 | 5% | 2%[59 µM] | -8% | -6% | 0% | -7% | -23% | 17% | -5
c1ccc(SSc2ccccc2)cc1 | -20% | 16%[59 µM] | -3% | 7% | 114%[activator] | 184%[activator] | 119%[activator] | 6% | -12
O=C(N/N=C/c1c(O)n(C2CC2)c(=S)[nH]c1=O)c1ccccc1O | 2% | 25%[59 µM] | 2% | -3% | 45µM* | 17% | 40µM* | ? | 10
CC(C)c1ccc(OCC(=O)Nc2cc(-c3nc4ncccc4o3)ccc2Cl)cc1 | -8% | -3%[59 µM] | ? | -14% | -6% | 4% | -18% | 12% | -3
COC(=O)[C@]12C(=O)C(C)=C(O)[C@@]1(C)C(C)=CC1[C@@]34CC[C@@H](OC(C)=O)C(C)(C)C3C(C[C@]12C)OC4=O (stereo partly drawn) | -4% | 13%[12.7 µM] | -2% | -2% | -18% | 51%[activator] | 8% | -4% | -3
CCOC(=O)c1[nH]c(C)c(C(=O)N2CCC3(CC2)OCCO3)c1C | 3% | -3%[59 µM] | -9% | -8% | ? | 5% | -8% | 2% | 7
C=CP(=O)(O)c1ccccc1 | -9% | 17%[59 µM] | -2% | 8% | . | 31% | -19% | 5% | 7
CN1CCC2(CC1)CC(NC=O)c1ccccc1O2 (stereo not drawn) | 6% | -6% | -4% | 3% | -5% | 8% | -20% | 3% | -4
CCN(CC)c1ccc(/C=C2\C(=O)NC(=O)N(CC3CCCO3)C2=O)cc1 (stereo not drawn) | 2% | ? | 28% | -8% | ? | 4% | -27% | 20% | -20
CCCCCCN=C(C)c1c(O)n(CCCC)c(=O)[nH]c1=O | -11% | 4% | -2% | -1% | -3% | 40%[activator] | -4% | -2% | -10
CC(=O)[C@@]1(O)CC[C@H]2[C@@H]3CC=C4C[C@@H](O)CC[C@]4(C)[C@H]3CC[C@@]21C | -14% | 4% | 1% | -10% | -1% | 32% | -2% | -1% | -4
c1ccc(C2OCCN3CCCCC23)cc1 (stereo not drawn) | -20% | ? | 4% | i | 10% | 43%[activator] | 1% | -8% | 0
COc1cc2c(cc1O)[C@@H]1Cc3ccc(OC)c(O)c3CN1CC2 | ? | ? | 3% | 3% | -3% | -3% | -23% | 14% | ?
COc1ccc2c(c1O)[C@]13CCN(C)[C@H](C2)[C@@H]1CCC(=O)C3 | ? | 1% | -2% | i | 4% | 1% | 2%[11.4 µM] | 39%[activator] | -5
Cc1cccn2c(=O)c3c(nc12)N1CCC(Cc2ccccc2)CC1C1(C3)C(=O)N(C)C(=O)N(C)C1=O (stereo not drawn) | ? | ? | 64%[activator] | -10% | -36% | 1% | -28% | -16% | 4
CCOP(=O)(/C(C#N)=C(\C)O)c1ccccc1 (stereo not drawn) | -15% | ? | -4% | . | -16% | 43% | ? | 21% | 2
Cc1cc(C(=O)NP(=O)(N2CCOCC2)N2CCOCC2)c(C)n1C1CC1 | -17% | ? | 2% | 2% | -5% | 18% | -21% | -3% | 12
CN1C2CCC1CC(=NO)C2 | -20% | 18%[59 µM] | 0% | -4% | -8% | 31% | -1% | -3% | 0
CCN(CC)CCOC(=O)c1ccc(N=Cc2c(O)[nH]c(=O)[nH]c2=O)cc1 | -14% | ? | ? | -6% | -6% | 13% | -26% | 14% | 0
CC1=C(C(=O)O)N2C(=O)C(NC(=O)Cc3ccccc3)C2SC1 (stereo not drawn) | -16% | 10µM* | -2% | 0% | -29% | 42%[activator] | 8% | 1% | -1
COc1ccccc1N1CCN(Cc2cccc(OC)c2O)CC1 | -11% | 45µM* | 0% | -7% | 50µM* | 15% | ? | 0% | -9
Cc1c(C=O)c2ccccc2n1Cc1ccccc1 | -29% | . | -1% | i | -6%[57.1 µM] | 32% | -17% | 4% | -1
C[C@]12CCC(=O)C=C1CC[C@@H]1C2[C@H](O)C[C@]2(C)C(=O)CCC12 (stereo partly drawn) | -10% | 65%[activator] | -3% | i | 4% | 33% | 1% | -2% | 0
COc1ccc(OCC(=O)N2CCN(Cc3ccc(SC)cc3)CC2)cc1 | -18%&-10% | 2.2µM* | 4%&-4% | -7%&-10% | 50µM*! | ? | 2.5µM* | -12%&0% | 2&5
CC1CCC(NCC(O)c2ccccc2)CC1 (stereo not drawn) | -13% | 7% | -6% | -9% | -3% | 37% | -13% | -3% | 3
CN(CCc1ccccn1)Cc1ccc(Cl)cc1 | -9% | 10µM* | -3% | -6% | 45µM* | ? | 6.3µM* | 6% | 8
Cc1ccc(-c2cc(-c3ccccc3)cc(-c3ccccc3)[n+]2-c2ccccc2)cc1 | -3% | 19%[2.33 µM] | 5% | -4% | 2% | -22% | -25% | 10% | -1

Of the compounds above, four contain an aryl methoxy group.
smiles | Pol eta inh | G9a block | Pin1 inhibitor | Tb PGK inh | BAZ2B block | HP1b chromo inh | JMJD2A Tudor | GLS inh | PI4K2A inh
COc1cc2c(cc1O)[C@@H]1Cc3ccc(OC)c(O)c3CN1CC2 | ? | ? | 3% | 3% | -3% | -3% | -23% | 14% | ?
COc1ccc2c(c1O)[C@]13CCN(C)[C@H](C2)[C@@H]1CCC(=O)C3 | ? | 1% | -2% | i | 4% | 1% | 2%[11.4 µM] | 39%[activator] | -5
COc1ccccc1N1CCN(Cc2cccc(OC)c2O)CC1 | -11% | 45µM* | 0% | -7% | 50µM* | 15% | ? | 0% | -9
COc1ccc(OCC(=O)N2CCN(Cc3ccc(SC)cc3)CC2)cc1 | -18%&-10% | 2.2µM* | 4%&-4% | -7%&-10% | 50µM*! | ? | 2.5µM* | -12%&0% | 2&5

Following part.
smiles | Pol eta inh | G9a block | Pin1 inhibitor | Tb PGK inh | BAZ2B block | HP1b chromo inh | JMJD2A Tudor | GLS inh | PI4K2A inh
C[C@H]1O[C@@H](OC2CC[C@]3(C=O)[C@H]4CC[C@]5(C)[C@@H](C6=CC(=O)OC6)CC[C@]5(O)[C@@H]4CC[C@]3(O)C2)CC2OC(C)(C)OC21 (stereo partly drawn) | -6% | 21% | 4% | -2% | -2% | 19% | -19% | -5% | 1
COc1ccc(OC)c(CC(=O)N(C)C2CCCN(Cc3ccccc3F)C2)c1 (stereo not drawn) | -2% | . | 1% | -8% | ? | 6% | -23% | 0% | -5
CCC(CC)C(=O)NC1CCSC1=O (stereo not drawn) | -13% | . | -19% | 3% | 0% | 39% | -9% | 0% | 16
COC(=O)C1=C(c2cccc(OCc3ccccc3)c2)C[C@@H]2CC[C@H]1N2C(=O)NCc1ccc(OC)c(OC)c1 | -14% | -4%[0.501 µM] | 10% | -11% | -16% | 40% | -31% | -4% | -2
O=C(CCNC(=O)N1C[C@H]2C[C@@H](C1)c1cccc(=O)n1C2)Nc1ccc(F)cc1 | -18% | . | -2% | i | -6% | 52%[activator] | -14% | -2% | -2
O=c1[nH]c2ccccc2c(=O)n1-c1cccc(Cl)c1 | 2% | -4%[59 µM] | 3% | 0% | -6% | 17% | 1% | -16% | -2
O=c1c2ccccc2nc(/C=C/c2ccccc2O)n1-c1ccc(Br)cc1 | -11% | -2%[59 µM] | 50%[activator] | 9% | -1% | 24% | -29% | 4% | -1
CC(=NCC1CCCO1)c1c(O)n(C2CCCCC2)c(=O)[nH]c1=O (stereo not drawn) | ? | . | -1% | -7% | -10% | 35% | -11% | 3% | -4

Screening data (PubChem BioAssay)
